# Screening data from PubChem.
# Yeast growth inh: reduces growth of yeast BB579 in restrictive medium; S. cerevisiae BB579 growth, OD615, 48 h; actives 0.51% (n = 140,000); inhibition, % at 10 µM;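 active means inhibition above a set limit, 3 SD over the mean compound inhibition, cut at about 44% in these data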; further: inactives centre near -24
#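 Assay system – yeast BB579 (DeaD) · Dosing – single compound dose of 10 µM, 0.25% DMSO final · Detection – OD615 turbidity measurement · Buffer or medium – CSMM-D restrictive synthetic medium containing dextrose (glucose) · Benchmarks – positive control amphotericin B 10 µg/mL · Incubation – 48 h exposure, 30 °C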
# HCT116 bCat-KO: beta-catenin-lacking colon tumor cell growth suppression; HCT116 beta-catenin knockout viability, CellTiter-Glo, 60 h; stronger effect = lower value; viability, % at 10 µM; actives 1.5% (n = 140,000); AID 818;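 active means viability at or under a set limit, the compound median less 4 SD, cut at about 6% in these data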;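 further: 0% = Hyamine 1622 control at 20 µM and 100% = untreated cell control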
# GALR2 blocker: antagonists of human galanin receptor 2 (GALR2). AID 828. O43603. GALR2-expressing cells, antagonist mode. actives 0.39% (n = 140,000). inhibition, % at 4 µM; in the data active means inhibition above about 27%;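 further: cells stimulated with galanin 1-16 at roughly its EC80; 0% = agonist challenge control and 100% = basal control without agonist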
# Target sequence (O43603 whole entry, looked up): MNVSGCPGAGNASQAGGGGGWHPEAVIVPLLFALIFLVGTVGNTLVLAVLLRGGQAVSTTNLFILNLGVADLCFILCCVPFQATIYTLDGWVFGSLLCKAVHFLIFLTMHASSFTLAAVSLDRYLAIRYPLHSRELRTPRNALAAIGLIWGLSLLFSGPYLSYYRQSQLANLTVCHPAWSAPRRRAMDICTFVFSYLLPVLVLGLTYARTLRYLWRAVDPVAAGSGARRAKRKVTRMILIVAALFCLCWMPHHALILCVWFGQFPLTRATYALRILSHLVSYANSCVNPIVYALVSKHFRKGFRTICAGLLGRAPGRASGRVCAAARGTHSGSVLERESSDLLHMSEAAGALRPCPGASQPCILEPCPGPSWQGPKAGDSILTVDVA
# NPY-Y2 antag: blocks the human neuropeptide Y Y2 receptor; P49146; AID 793; actives 0.99% (n = 140,000); NPY-Y2 expressing cells, antagonist mode; inhibition, % at 2.7 µM; in the data active means inhibition above about 17%;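 further: 0% = vehicle with agonist challenge and 100% = reference antagonist with challenge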
# Target sequence (P49146 whole entry, looked up): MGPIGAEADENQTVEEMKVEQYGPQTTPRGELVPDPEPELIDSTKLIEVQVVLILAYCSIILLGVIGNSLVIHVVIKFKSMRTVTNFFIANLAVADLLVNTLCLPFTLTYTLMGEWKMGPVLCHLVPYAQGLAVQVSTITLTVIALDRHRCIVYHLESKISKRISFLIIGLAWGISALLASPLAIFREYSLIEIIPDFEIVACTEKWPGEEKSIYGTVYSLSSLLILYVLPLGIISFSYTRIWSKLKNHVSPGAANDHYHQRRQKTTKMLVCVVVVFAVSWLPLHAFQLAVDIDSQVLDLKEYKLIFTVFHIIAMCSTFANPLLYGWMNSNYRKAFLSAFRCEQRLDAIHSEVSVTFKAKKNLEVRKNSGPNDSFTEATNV
# MRP1 act: activates MRP-1. H69AR cells + doxorubicin, viability rescue, CellTiter-Glo. viability increase, % at 10 µM. actives 0.61% (n = 140,000). AID 799;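 active means viability gain under doxorubicin at or above a set limit, the compound median plus 3 SD, cut at about 4.7% in these data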;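 further: MRP-1 overexpressing cells given doxorubicin 25 µM after compound pretreatment; 18-22 h compound pretreatment then 72 h with doxorubicin before readout; 0% = doxorubicin-only wells and 100% = vehicle-treated cells without doxorubicin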
# Yeast life ext: extends the lifespan of yeast. inhibition of the nicotinamide effect, % at 10 µM. actives 0.68% (n = 130,000). S. cerevisiae growth with nicotinamide, OD615; deaD strain in restrictive glucose medium;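 active means inhibition above a set limit, placed 3 SD over the median of all compounds, cut at about 26% in these data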;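 further: 0% = nicotinamide-treated wells and 100% = cells grown without nicotinamide; some compounds called inactive have numbers as strong as hits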
#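 Test system: DeaD-strain S. cerevisiae / Buffer or medium: restrictive glucose medium / Also added: nicotinamide 1.5 mM / Doses: one concentration, 10 µM, DMSO 0.25% / Schedule: 48 h at 30 °C / Signal: OD615 measurement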
# PTEN del growth: PTEN-deleted cell growth suppression; actives 1.2% (n = 140,000); HCT116 PTEN-null viability, CellTiter-Glo, 60 h; stronger effect = lower value; viability, % at 10 µM;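 active means viability at or below a set limit, 4 SD under the median of all tested compounds, cut at about 3.7% in these data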;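 further: PTEN knockout HCT116 line with beta catenin targeted HCT116 as companion control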
# E-sel TNF inh: blocks E-selectin expression induced by TNF alpha | HUVEC TNFa-induced E-selectin immunofluorescence, high content | inhibition, % at 2 µM | actives 0.71% (n = 120,000) | AID 1246;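 active means inhibition above the batch mean plus 3 SD, and confirmed as a hit on visual image review, cut at about 43% in these data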;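 further: 0% = TNF-stimulated DMSO wells and 100% = unstimulated control wells; not every result past the cut was called active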
# Measles CPE: protection of cells from measles virus; actives 1.5% (n = 140,000); AID 841; protection (pct of control), % at 4 µM; Measles virus-infected cells, CPE protection, absorbance; in the data active means protection mostly above about 24%, no sharp cut-off; inactive means mostly below about 26%; further: some compounds called inactive have numbers as strong as hits
# Phagocyt inh: inhibitors of macrophage phagocytosis. J774A.1 macrophage IgG-bead phagocytosis, imaging. inhibition, % at 5 µM. actives 0.07% (n = 110,000). AID 1029;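 active means inhibition above the mean of the plate negative controls plus 5 SD, cut at about 13% in these data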;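 further: phagocytic index as fraction of beads internalized from green versus red external bead signal; plate controls were DMSO negative control for no effect and cytochalasin-D positive control for full effect; some results beyond the cut were filed as inactive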
# Starred values were filed as active, the others as inactive; . = not tested or not shown.
# The first 4 records (preview)
SMILES,Yeast growth inh,HCT116 bCat-KO,GALR2 blocker,NPY-Y2 antag,MRP1 act,Yeast life ext,PTEN del growth,E-sel TNF inh,Measles CPE,Phagocyt inh
CCOc1ccc(N=Nc2c(=O)[nH]n3c(=O)c4c([nH]c23)CCCC4)cc1,-43,101,1,3,-1.3,9,94,18,2,-5
Cc1ccc(-n2c(C)nnc2SCC(=O)N2CCc3ccccc3C2)cc1,-31,85,13,1,-0.1,3,83,.,.,-11
CCOC(=O)C1=C(C)N=C2SC(C)C(=O)N2C1/C=C/c1ccccc1OC (centres undefined),-16,80,1,5,1.0,-11,78,10,2,0
Cc1cccc(-n2cnc3cc(C(=O)N4CCc5ccccc54)ccc32)c1,-16,91,1,8,-1.8,-1,102,-20,21,-3

# The listing, repeating the preview:
SMILES,Yeast growth inh,HCT116 bCat-KO,GALR2 blocker,NPY-Y2 antag,MRP1 act,Yeast life ext,PTEN del growth,E-sel TNF inh,Measles CPE,Phagocyt inh
CCOc1ccc(N=Nc2c(=O)[nH]n3c(=O)c4c([nH]c23)CCCC4)cc1,-43,101,1,3,-1.3,9,94,18,2,-5
Cc1ccc(-n2c(C)nnc2SCC(=O)N2CCc3ccccc3C2)cc1,-31,85,13,1,-0.1,3,83,.,.,-11
CCOC(=O)C1=C(C)N=C2SC(C)C(=O)N2C1/C=C/c1ccccc1OC (centres undefined),-16,80,1,5,1.0,-11,78,10,2,0
Cc1cccc(-n2cnc3cc(C(=O)N4CCc5ccccc54)ccc32)c1,-16,91,1,8,-1.8,-1,102,-20,21,-3
Cc1ccccc1CNc1nc(N)n(-c2ccccc2)n1,20,108,-1,0,-0.6,-1,101,5,20,0
CCOC(=O)CC(NS(=O)(=O)c1ccc(OC)c(C)c1)c1cccc([N+](=O)[O-])c1 (centres undefined),-34,93,-8,0,-2.9,2,96,-21,2,1
CCOc1cc(/C=N\NC(=O)c2ccc(NC(=O)C(C)(C)C)cc2)ccc1OC(=O)c1ccc(C)cc1,-10,14,-11,2,-1.0,-5,19,6,12,-1
CCOC(=O)N1CCN(C(=O)c2cc3cc(Br)ccc3oc2=O)CC1,-10,92,-4,3,-1.2,2,92,-11,8,0
Cc1ccc(S(=O)(=O)N2CCCC2C(=O)NC2CCCCC2)cc1 (centres undefined),-29,99,-6,2,-0.1,-5,91,15,23,-1
C/C(=N\N=C1/NC(=O)C(C)S1)c1ccc([N+](=O)[O-])cc1 (centres undefined),-23,99,9,3,1.2,-4,97,.,33,3
Cc1cc(C)n(S(=O)(=O)c2cc(C)c(C)cc2C)n1,-49,99,3,0,-0.4,-7,97,0,3,-1
CCNNC(=O)C(O)(c1cccc(C)c1)c1cccc(C)c1,-25,91,10,5,-0.4,-1,91,.,9,-9
CC(C)CC(=O)NC(=S)Nc1nc(-c2ccccc2)cs1,-6,92,11,2,-3.2,6,84,2,6,-12
Cc1nn(Cc2ccccc2Cl)c(C)c1NC(=O)CCCn1nc([N+](=O)[O-])c(Cl)c1C,-33,90,3,2,0.1,4,98,.,25,4
O=C1C2C3C=CC(C3)C2C(=O)N1c1cccc(-c2nc3ccccc3o2)c1 (centres undefined),-53,90,0,2,0.1,-4,101,.,18,-2
COC(=O)CCC(=O)Nc1cccc2c(NC(=O)CCC(=O)OC)cccc12,-56,97,-6,0,-0.1,-5,108,-1,26,-2
O=C(NCCCn1ccnc1)c1cc(-c2ccc(Cl)cc2)nc2ccccc12,-20,66,11,6,-4.1,-19,69,-26,5,0
COc1cc(CNCc2cccs2)ccc1OCC(N)=O,-22,99,4,3,0.1,-13,90,-43,0,.
COc1ccc(-c2csc(N)n2)cc1,-16,102,10,1,-1.8,-5,113,8,5,1
CCOC(=O)c1c(NC(=O)COC)sc(C)c1C,-28,97,-4,3,-0.1,.,105,5,6,.
COc1cc(/C=N/NC(=O)c2ccoc2C)ccc1O,-21,101,17,2,0.9,-7,95,.,25,-6
COc1ccc(OC)c(C2=NOC(C(=O)NCc3ccccn3)C2)c1 (centres undefined),-13,88,-2,4,-0.8,-12,103,.,18,0
CS(=O)(=O)N(CC(O)CON=C1c2ccccc2-c2ccccc21)c1ccc(F)cc1 (centres undefined),-75,83,-10,-1,-1.3,-11,93,23,16,-2
O=C(CSc1nnc2ccccn12)NCc1cccs1,-24,92,0,2,-0.6,8,102,-27,11,0
C=CCn1c(SCc2cccc3ccccc23)nnc1-c1cccnc1,-50,84,-5,1,-2.4,-4,90,0,10,2
CC12CN3CC(C)(CN(C1)C3c1ccc(Cl)cc1Cl)C2=O (centres undefined),12,95,-2,4,-2.2,30*,89,.,31,-1
CCOc1ccc(N=C(NC#N)SC)cc1,0,96,-1,5,-0.4,-20,97,-30,4,-1
CCOc1ccc(N2C(=O)CC(N)C2=O)cc1 (centres undefined),-41,98,4,1,-3.4,-5,96,-19,4,.
Cc1cc(C)cc(N(C(=O)c2ccccn2)C(C(=O)NC2CCCCC2)c2cccs2)c1 (centres undefined),-24,96,9,1,-1.6,-15,85,-1,16,.
CCN(CC(=O)N1CCN(C)CC1)S(=O)(=O)c1ccc(Cl)cc1,-22,94,-1,-1,-2.4,-3,99,-27,8,0
COC(=O)[C@@H](NC(=O)NC(C)CCc1ccccc1)C(C)C (some centres undefined),-71,100,8,0,0.1,4,105,9,12,-1
CC(C)(C)c1ccc(NC(=O)CSc2nnc(-c3n[nH]c4ccccc34)o2)cc1,-8,79,-1,5,1.6,-7,77,.,16,0
C[C@@H]1NC(=O)[C@H](CC(N)=O)NC(=O)c2cc([N+](=O)[O-])cc(I)c2OCC[C@@H](C(=O)NC(CC(=O)O)C(N)=O)NC1=O (some centres undefined),-12,93,-7,3,0.2,9,105,-27,11,.
COc1cccc(C(=O)NC2CC3CCCC(C2)N3CC(=O)Nc2ccccc2)c1 (centres undefined),-22,88,-1,2,-0.8,-6,85,-10,5,.
N#CC1=C(N)Oc2c(O)cc3ccccc3c2C1c1ccsc1 (centres undefined),-44,60,-13,2,-3.8,-2,62,5,7,-9
CCCN=C(N)/C(C(=O)OCC)=C(\O)c1ccc(OC)cc1,2,88,-3,-3,-1.6,-15,86,-21,9,2
CCN(CC)S(=O)(=O)c1ccc(OC)c(NC(=S)Nc2cccc(C)c2)c1,-17,90,14,2,-4.6,2,93,-7,4,-5
O=c1c2[nH]c3ccccc3c2ncn1CCN1CCOCC1,-14,91,-2,2,-1.5,0,100,-12,13,-1
O=C(O)C1CC(=O)N(c2ccc(OCc3ccccc3Cl)cc2)C1 (centres undefined),0,88,-3,5,-1.9,-1,88,-20,20,-1
CCc1cccc(NC(=O)CN2C(=O)NC3(CCCCCCC3)C2=O)c1,11,87,-1,-2,-1.6,-5,92,.,10,0
Cc1cccn2c(=O)c3cc(C(=O)NCc4ccco4)c(=N)n(CCOCCO)c3nc12,-51,62,-9,1,-1.9,-5,70,-1,4,.
COc1ccc(CCC(C)Nc2ccc(F)cc2)cc1 (centres undefined),-3,95,11,4,0.7,-7,97,-45,14,.
CCCc1[nH]nc2c1C(c1ccc(OCCN3CCOCC3)c(OCC)c1)C(C#N)=C(N)O2 (centres undefined),-24,112,8,0,-2.1,-10,91,19,2,-4
CN(C)c1ccc(C(=O)/C=C/c2ccc(Br)cc2)cc1,-8,88,1,5,-3.7,2,79,-12,5,-2
Fc1ccc(-c2nnc(CSc3nnc(-c4ccc5c(c4)OCO5)o3)o2)cc1,-34,98,3,10,-2.5,-4,99,.,4,-1
CCn1c(COc2ccccc2)nnc1SCC(=O)C(C)(C)C,-50,97,-1,1,-0.5,-5,106,.,7,-1
COc1cc(NC(=O)C(=O)NNC(=O)C2CCCCC2)c(OC)cc1Cl,-22,65,-2,5,-2.8,6,63,.,4,4
COc1ccccc1OCC(=O)NN1Cc2ccccc2C1=N,-52,84,10,-2,-3.4,6,92,.,5,-2
O=C(CN1C2=NCCN2c2ccccc21)c1ccc2c(c1)OCO2,-60,77,18,4,-1.7,2,83,.,14,2
Cc1ccc(NC(=O)COC(=O)C(CC(C)C)N2C(=O)C3CC=CCC3C2=O)c(C)c1 (centres undefined),-33,94,6,2,0.1,-1,89,-2,2,-11
O=C(c1cc2nc(-c3ccc(F)cc3)cc(C(F)(F)F)n2n1)N1CCCC1,-31,92,2,2,-2.8,-15,88,38,2,2
O=C(COc1ncnc2sccc12)NC1CCCc2ccccc21 (centres undefined),-36,102,-6,2,0.4,4,89,19,17,-8
COc1ccc(C)cc1NC(=O)c1ccoc1C,-19,97,12,-1,-0.7,-18,114,-4,6,1
O=C(/C=C/c1c(Cl)cccc1Cl)NCc1ccco1,-18,98,3,4,0.6,1,97,.,19,-4
Cc1ccc2c(c1)NC(=O)C(N1CCOCC1)(C(F)(F)F)O2 (centres undefined),-18,89,2,8,-1.1,0,84,18,6,-2
COc1ccc(CCNC(=O)CCSc2nc(-c3ccco3)cc(C(F)(F)F)n2)cc1OC,6,89,3,-1,0.3,-22,93,-10,3,0
Cc1nn(-c2ccc(Cl)cc2)c2sc(C(=O)c3c(N)n(C)c(=O)n(C)c3=O)cc12,-16,92,-8,0,-2.8,-34,96,-12,7,.
C=CCO/N=C(\C)c1c(O)c(C)c(-c2ccccc2)n(-c2ccccc2)c1=O,-45,89,-7,5,-2.6,.,96,-3,8,.
COc1cccc(/C=N/N2CCOCC2)c1O,-17,87,-4,0,0.1,15,104,9,4,-2
Cc1ccc(S(=O)(=O)n2c([N+](=O)[O-])cnc2C)c(C)c1C,-5,89,-4,4,1.6,2,97,.,6,-11
# Additional results follow:
SMILES,Yeast growth inh,HCT116 bCat-KO,GALR2 blocker,NPY-Y2 antag,MRP1 act,Yeast life ext,PTEN del growth,E-sel TNF inh,Measles CPE,Phagocyt inh
COc1cccc(OC)c1OCCCOc1ccc(C)cc1Br,-34,87,1,14,1.2,-4,82,.,13,-3
Cc1ccc(S(=O)(=O)NC2CCC(C(=O)O)CC2)cc1 (centres undefined),-44,91,3,-1,-0.9,-3,93,9,9,0
CCOC(=O)c1c(Nc2ccccc2)sc(/C=C2\C=Nc3ccccc32)c1O,-90,64,-14,-3,-1.4,-2,71,31,5,-2
CCOC(=O)CN(C(=O)CSc1nnc(C)n1-c1ccccc1)c1ccccc1,-24,87,2,3,-0.9,-15,111,-15,2,0
O=C(NC(=S)NCCN1CCOCC1)c1ccccc1Cl,-8,89,-19,2,-2.3,-10,95,21,7,.
Cc1cc(C(=O)NCCC(c2ccccc2)c2ccccc2)c(C)o1,-4,97,-6,5,-3.3,-19,75,2,4,0
CC(=O)NC(Cc1ccccc1)c1ccc2c(c1)OCCCO2 (centres undefined),-12,83,4,1,-0.7,2,95,5,2,-1
CS(=O)(=O)N1CCC(C(=O)Nc2ccc(F)cc2F)CC1,-26,98,3,1,-1.7,-5,108,-45,5,.
Cc1cccc(NCN2C(=O)c3ccncc3C2=O)n1,-18,88,-8,1,-3.1,-3,91,-33,13,.
CCOC(=O)Cn1c(S(=O)(=O)Cc2ccc(F)cc2)nc(-c2ccccc2)c1-c1ccccc1,-36,57,-26,26*,-5.0,-6,66,-10,52*,.
